H9c2 TAG inh – reduces triacylglycerol accumulation in H9c2 cells; Nile Red lipid (TAG) fluorescence; cells loaded with 200 µM oleic acid; inhibition, % at 12.5 µM; 230,000 tested, 0.66% active; AID 651582;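 active means pattern-corrected inhibition of lipid staining of at least 50% with the nuclear-stain viability signal not falling by more than 50%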;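 further: 0% = DMSO wells and 100% = triacsin C control wells; some results filed as inactive read as strong as hits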
H9c2 TAG inh DAPI viability – second read-out of H9c2 TAG inh, no call of its own (marks repeat the call); DAPI nuclei signal change (viability), lower = more cytotoxic, %;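 whole-well DAPI fluorescence read on a plate reader as a viability signal; minus 50 percent equals half of cells still viable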
Numbers without * were called inactive.

Under each structure: H9c2 TAG inh | H9c2 TAG inh DAPI viability
CCOC(=O)c1cncc(C#CCOC(=O)Nc2ccc(OC(F)(F)F)cc2)c1
  -2.5 | -0.8
O=C(CCNC(=O)c1ccccc1Cl)Nc1nc2ccc(F)cc2s1
  4.3 | 3.9
NC(=O)C[C@H](N)c1cn([C@@H](CC(N)=O)C(=O)N2CCNCC2)nn1
  -39.5 | -14.0
COc1ccc2o/c(=N/NC(=O)c3cccs3)c(C(N)=O)cc2c1
  2.3 | -7.3
Cc1c(Cl)cccc1NC(=S)N1CCCN(Cc2ccc(F)cc2)C1
  13.2 | -6.3
CCCS(=O)(=O)NC(=O)C1(C)CCN(C(=O)c2cc(C)n(C(C)(C)C)n2)C1 (stereo not given)
  14.8 | -8.2
CCOc1ccc(CNn2nnnc2N)cc1
  -19.1 | 9.5
O=C1CCCCC1Nc1ccc([N+](=O)[O-])cc1 (stereo not given)
  -23.7 | 3.4
O=C(C[C@@H]1C/C=C/CC[C@H](Cc2ccc(F)cc2)C(=O)O[C@H](c2ccccc2)CNC1=O)NCCO
  -12.5 | -5.4
O=C(CCc1ccc(S(=O)(=O)N2CCOCC2)cc1)Nc1ccccc1F
  11.2 | -1.5
Oc1ccccc1/C=N/NC(=S)NC1CC2CC1C1C=CCC21 (stereo not given)
  6.8 | -7.8
CCOc1ccc(N2C(=O)C3CCCN3C2=O)cc1 (stereo not given)
  11.3 | -8.1
CCN1C(=O)C(CC(=O)NCCc2ccccc2)N(NC(=O)c2cccnc2)C1=S (stereo not given)
  1.0 | 3.9
COc1ccc(CCN2CC(C(=O)NCC(c3ccccc3)N(C)C)CC2=O)cc1OC (stereo not given)
  -6.0 | -5.2
Cc1cc(C(=O)Nc2ccccc2C(=O)O)oc1C
  -6.5 | -0.5
CCN(CC(=O)Nc1ccc(OC)cc1)CC(=O)N1CC(=O)Nc2ccccc21
  -27.7 | -5.5
CC(NC(=O)CN1c2cccc3cccc(c23)S1(=O)=O)c1ccc(S(N)(=O)=O)cc1 (stereo not given)
  11.3 | -0.9
CCn1c(=O)cc(N2CCCCC2)[nH]c1=O
  9.5 | -5.6
COc1ccc(-n2c(Cc3cccn3C)nnc2SCC(=O)Nc2ccccc2OC)cc1
  25.4 | -17.2
O=C1[C@H]2[C@@H](c3ccc(Cl)cc3)N3C(=O)N(c4cccc(Cl)c4)C(=O)[C@@]3(Cc3ccccc3)[C@H]2C(=O)N1C1CCCCC1
  20.0 | 0.0
CCOC(=O)CON1C(=O)C(=O)N(OCC(=O)OCC)[C@H]2CCCC[C@H]21
  12.1 | -0.2
COc1ccc(CNC(=O)COC(=O)c2cc3ccccc3cc2O)cc1OC
  -4.6 | 7.2
CCN(CC)C(CNC(=O)CSc1nnnn1-c1ccc(C)c(C)c1)c1ccco1 (stereo not given)
  -12.8 | 0.2
CCn1c2ccccc2c2cc(NC(=O)COC(=O)c3cc(Cl)c(N)cc3OC)ccc21
  26.1 | 2.2
Cc1cc(=O)[nH]c(=O)n1Cc1ccccc1
  -6.3 | 4.3
O=C(COC(=O)CNC(=O)c1ccc(Cl)cc1Cl)NC1CC1
  -2.2 | 8.1
CCOc1ccc(NS(=O)(=O)c2ccc(C(=O)NCC(c3ccccc3OC)N3CCCC3)cc2)cc1 (stereo not given)
  -26.7 | 13.0
CCOc1ccc(N2CC(=O)N(c3ccc(OCC)cc3)CC2=O)cc1
  9.6 | 18.7
CCN(CC)C(=O)C(=O)c1cn(CC(=O)N2CCc3ccccc3C2)c2ccccc12
  -7.1 | 3.4
Cc1cc(O)c(/C=N/Nc2ccccc2)c(=O)o1
  -5.2 | 8.4
CCOc1ccc(OCCC(=O)N(CC)CC(=O)NCc2ccc(Cl)cc2)cc1
  8.8 | -8.4
Cc1ccc(C(=O)C=Cc2ccc3c(c2)OCO3)c(C)c1
  1.8 | -7.3
CN(C(=O)COc1ncnc2sccc12)c1ccccc1
  2.0 | 3.6
CC(=O)Nc1ccc(S(=O)(=O)N2CCC(NC(C)=O)(c3cccc(F)c3)CC2)cc1
  2.4 | -0.5
COc1cc(Cl)c(C)cc1NC(=O)Cn1c(NCCO)nc2ccccc21
  5.0 | 1.4
COc1ccc(NC(=O)c2ccc3c(=O)n(-c4ccc(OC)cc4OC)c(=S)[nH]c3c2)c(OC)c1
  -0.6 | 9.9
COc1cc(/C=N/NC(=O)c2ccncc2)ccc1OC(=O)c1ccccc1Cl
  -9.6 | -3.1
Cc1cc(-n2cccn2)ccc1CN1CCN(C2CCCC2)C(CCO)C1 (stereo not given)
  -22.5 | 27.6
O=C(COC(=O)c1cccs1)NCCC1=CCCCC1
  6.6 | 12.4
CCOC(=O)C1(C)CCCN(C(=O)c2cccc(C#N)c2)C1 (stereo not given)
  -12.0 | 16.1
Cc1cccc(C2c3[nH]c4ccccc4c3CCN2C(=O)c2cc(-c3cccn3C)n[nH]2)n1 (stereo not given)
  15.9 | 7.3
CCn1cc([C@@H]2C[C@H]3CN(Cc4cccc(Cl)c4)C(=O)[C@]34CCCN24)c(C)n1
  3.5 | 5.9
CCCC(c1nnnn1Cc1cccs1)N1CCN(c2nc3ccccc3s2)CC1 (stereo not given)
  -12.5 | -12.5
O=C(N/N=C/c1ccc(O)c(O)c1)c1cccc(S(=O)(=O)N2CCCCC2)c1
  -17.5 | -12.2
CCOc1ccc(C(=O)COC(=O)CN2C(=O)NC3(CCCCC3C)C2=O)cc1 (stereo not given)
  2.2 | -5.4
COc1cc(-c2csc(C)n2)ccc1O
  11.3 | -0.2
Cc1ccccc1NC(=O)CSC1=C(C#N)C(c2ccsc2)CC(=O)N1 (stereo not given)
  10.1 | -7.0
COc1cccc(/C=C(/C(=O)OCC(N)=O)c2ccccc2)c1
  -5.5 | -5.6
O=C(OCC(=O)N1CCCCCC1)c1ccc[nH]c1=O
  -19.8 | 3.6
NC1=NC(=O)/C(=C\c2ccco2)S1
  -4.2 | 4.9
CCOc1ccc(C(=O)NC2CC3CCCC(C2)N3CC(C)C)cc1 (stereo not given)
  -7.3 | -3.3
O=C(CCCCn1c(=O)[nH]c2ccsc2c1=O)NCc1ccc2c(c1)OCO2
  -3.3 | -3.0
Cn1c(Nc2ccc(F)cc2)nc2cc(-c3ccsc3)sc2c1=O
  21.3 | -9.7
Cc1ccc(S(=O)(=O)N(CC(=O)Nc2ccc(C)c(Cl)c2)C(=O)N2CCN(C)CC2)cc1
  -7.8 | -1.0
CCNC(=O)C1(C)CCCN(C(=O)c2cccc(C)c2C)C1 (stereo not given)
  -2.3 | 5.4
CCOc1ccc(-n2c(SCC(=O)NCc3ccco3)nnc2-c2c[nH]c3ccccc23)cc1
  2.6 | -0.7
CCN1C(=NCCN2CCOCC2)N[C@@H](c2ccccc2)C(C(=O)OC)=C1C
  -0.4 | -3.4
C[C@H](NC(=O)c1nc[nH]c1C(=O)NCCCCCN)C(=O)OC(C)(C)C
  -49.1 | -9.1
Cc1nc(-c2nnc(SCC(=O)Nc3ccc(Cl)cc3)n2C)cs1
  3.9 | -0.7
CCN(CC)c1ccc(/C=N/N2CCN(Cc3ccc(Cl)cc3)CC2)c(O)c1
  11.8 | 1.9

Some of these compounds in order of number of heavy atoms, descending:
Under each structure: H9c2 TAG inh | H9c2 TAG inh DAPI viability
Cc1cccc(C2c3[nH]c4ccccc4c3CCN2C(=O)c2cc(-c3cccn3C)n[nH]2)n1 (stereo not given)
  15.9 | 7.3
CCCC(c1nnnn1Cc1cccs1)N1CCN(c2nc3ccccc3s2)CC1 (stereo not given)
  -12.5 | -12.5
CCOc1ccc(OCCC(=O)N(CC)CC(=O)NCc2ccc(Cl)cc2)cc1
  8.8 | -8.4
COc1cc(Cl)c(C)cc1NC(=O)Cn1c(NCCO)nc2ccccc21
  5.0 | 1.4
Cc1ccccc1NC(=O)CSC1=C(C#N)C(c2ccsc2)CC(=O)N1 (stereo not given)
  10.1 | -7.0
O=C(OCC(=O)N1CCCCCC1)c1ccc[nH]c1=O
  -19.8 | 3.6

More results
Under each structure: H9c2 TAG inh | H9c2 TAG inh DAPI viability
O=C(CSCC(=O)N1CCCc2ccccc21)Nc1nc(-c2ccccc2)cs1
  19.8 | 4.0
CCC(C)(C)n1nnnc1C(c1ccc(O)cc1)N1CCc2ccccc2C1 (stereo not given)
  -1.2 | 0.8
Cc1c(C#N)c(N)c(C(=O)c2ccccc2)n1Cc1ccccc1
  -13.3 | 7.1
N#CCC(=O)Nc1ccc(C(=O)OCC(=O)N2CCCC2=O)cc1
  -6.6 | 1.8
Cc1cc(=O)[nH]c(SCC(=O)N2CCCCC2)n1
  8.6 | -9.6
O=C(c1cccc(C(F)(F)F)c1)c1c[nH]c(C(=O)NCCCN2CCOCC2)c1
  15.0 | -16.0
Cn1c(SCc2nc(-c3cccs3)no2)nnc1C1CCCCC1
  -18.4 | 6.8
COc1ccc(/C=C2\N=C(SC)SC2=O)cc1OC
  -8.3 | 3.2
CC(C)(C)c1ccc(C(=O)c2c[nH]c(C(=O)NCC3CCCO3)c2)cc1 (stereo not given)
  15.6 | 2.7
Cn1nc(C(=O)OCC(=O)N2CCc3ccccc32)c2ccccc2c1=O
  2.1 | -4.7
CCc1nc2c(OCCOc3ccccc3)cccn2c1N(C)C(=O)c1cccs1
  -5.4 | 2.7
COc1ccc(N2CCN(C(=O)CSc3nc4[nH]ncc4c(=O)n3-c3cccc4ccccc34)CC2)cc1
  10.7 | -7.7
CCc1cc(-c2onc(C)c2-c2cscn2)c(O)cc1OC
  -19.7 | 2.7
Cn1nc(OCC(=O)O)cc1C(F)(F)F
  6.0 | -5.6
COc1ccc(CCC(=O)OCC(=O)NCc2ccc(OC)c(OC)c2)cc1OC
  -5.6 | -1.0
COC(=O)C(Sc1ccc(Cl)cc1)C1SC(=S)N(Cc2ccccc2)C1=O (stereo not given)
  -9.5 | 15.1
CC(C)Oc1cccc(C2NC(=O)c3ccccc3O2)c1 (stereo not given)
  -16.0 | -3.1
COCCN1Cc2cccc(C(=O)Nc3ccc(S(=O)(=O)N4CCCCCC4)cc3)c2C1=O
  21.2 | -1.7
Cc1cc(NS(=O)(=O)c2ccc(NC(=O)c3cnc4sccn4c3=O)cc2)nc(C)n1
  -5.0 | 1.2
CC/C(=N/NC(=O)CNc1ccc(Cl)cc1C)c1ccccc1
  -4.1 | -7.4
CC(=O)c1c(-c2ccccc2)c2cc(Cl)ccc2[nH]c1=O
  -4.3 | 5.2
Cc1cc(N2CCN(C)CC2)nc2ccc(NC(=S)N3CCN(c4ccccn4)CC3)cc12
  -0.3 | 24.1
O=C1C=C(c2ccc(Oc3ccccc3)cc2)C[C@@H](c2ccc(Cl)cc2)C1
  12.5 | -4.2
Cc1cccc(NC(=O)CSc2nc3[nH]c(=O)cc(O)c3s2)c1
  -13.4 | 2.7
COc1cnc(-c2ccccc2)nc1Sc1ccccc1
  -21.9 | 4.2
c1ccc2c(c1)ccc1nnnn12
  2.1 | -4.7
COc1ccc(OCCOC(=O)CNS(=O)(=O)c2ccc(SC)c([N+](=O)[O-])c2)cc1
  5.7 | 2.8
Cc1ccc(S(=O)(=O)N(Cc2nccn2C)C(C)C)cc1
  -2.0 | -10.1
N=c1n(CC(=O)c2cccs2)c2ccccc2n1Cc1ccccc1
  -5.7 | 12.6
N#CCC(=O)Nc1nc(-c2ccc3c(c2)OCCO3)cs1
  11.5 | 0.0

Reformatted bar-delimited: entries from further up.
mol | H9c2 TAG inh | H9c2 TAG inh DAPI viability
CCc1cc(-c2onc(C)c2-c2cscn2)c(O)cc1OC | -19.7 | 2.7
Cn1nc(OCC(=O)O)cc1C(F)(F)F | 6.0 | -5.6

Continuation.
Under each structure: H9c2 TAG inh | H9c2 TAG inh DAPI viability
CC1(c2ccc(Cl)cc2)NC(=O)N(CC(=O)c2ccc3c(c2)OCO3)C1=O (stereo not given)
  5.9 | 0.3
Cc1cccc(Nc2ncnc3c2cnn3Cc2ccccc2)c1
  14.1 | -11.5
O=C(c1ccc(OC2CCN(Cc3ccccc3O)CC2)cc1)N1CCCCC1
  1.7 | 10.7
NC(=O)[C@@H]1CCCNc2c(F)cc([N+](=O)[O-])cc2C(=O)N[C@@H](CO)C(=O)NCC(=O)N1
  6.1 | -0.4
CSCCC(NC(=O)C1CCC(C)CC1)C(=O)NCCN1CCC(C)CC1 (stereo not given)
  7.3 | -6.8
O=S(=O)(N1CCOCC1)N1CCCN(S(=O)(=O)N2CCOCC2)CC1
  1.5 | -9.8
CC(=O)c1ccccc1NC(=O)COC(=O)C1=NN(c2ccccc2)C(=O)CC1
  -7.6 | 3.8
Cc1cc(C)c2c(N=CN(C)C)c(C(=O)N3CCN(c4ncccn4)CC3)sc2n1
  0.1 | -12.9
Cc1cc(C(=O)N/N=C/c2ccc([N+](=O)[O-])cc2)c2ccccc2n1
  11.1 | -10.2
N#Cc1c2c(nc(N)c1-c1ccccc1)CCCCC2
  8.3 | -11.1
C=CCOC(=O)/C(=C/c1cccnc1)NC(=O)c1ccccc1
  9.4 | -3.9
Cc1nn(-c2ccccc2)c(Cl)c1C(=O)NNC(=O)c1ccncc1
  7.2 | 0.4
Cc1ccccc1NC(=S)NCc1ccc2c(c1)OCO2
  -7.1 | -7.0
COc1cc2c(cc1OC)C(c1ccc3c(c1)OCO3)C1=C(CC(C)(C)CC1=O)N2 (stereo not given)
  5.5 | 28.5
O=C(C1CCN(S(=O)(=O)c2ccccc2F)CC1)N1CCCC1
  -0.1 | 6.7
NC(=O)c1cccnc1Oc1ccc(Cl)cc1
  0.4 | -0.5
CCOC(=O)N1CCC(c2cc(=O)n3[nH]c(C)c(-c4ccc(F)cc4)c3n2)CC1
  7.7 | 3.0
CCOc1ccc(/C(O)=C2/C(=O)C(=O)N(c3cc(C)on3)C2c2ccc(C(=O)OC)cc2)cc1 (stereo not given)
  4.8 | 2.7
COC(=O)C1=CNC=C(C(=O)OC)C1c1ccccc1Cl
  -15.8 | 21.6
CC(=O)NC(Cc1c[nH]c2ccccc12)C(=O)OCC(=O)N1CCN(S(=O)(=O)c2ccc(Cl)cc2)CC1 (stereo not given)
  5.2 | 4.1
CC1CCC2(CC1)NC(=O)N(CC(=O)N1CCOCC1)C2=O (stereo not given)
  -11.8 | 3.9

Source: PubChem

This is a subset, so the mix of outcomes need not match the whole.
